Bim-Bcl-B = inhibitors of Bim-Bcl-B interaction, human; Q9HD36; bead-based flow cytometry, Bim peptide-Bcl-B binding; inhibition, % at 10 µM; actives 0.073% (n = 190,000); AID 951;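 also: 0% = tracer peptide without compound and 100% = reference inhibitor peptide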
Target sequence (Q9HD36 whole entry, looked up): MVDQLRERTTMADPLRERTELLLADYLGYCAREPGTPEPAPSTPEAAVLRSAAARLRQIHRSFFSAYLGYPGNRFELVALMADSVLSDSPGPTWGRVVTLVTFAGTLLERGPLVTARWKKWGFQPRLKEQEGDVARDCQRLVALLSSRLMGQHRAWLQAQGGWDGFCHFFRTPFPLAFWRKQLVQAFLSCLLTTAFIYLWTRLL
Bim-Bcl-XL = disrupts Bim peptide binding to human Bcl-XL; inhibition, % at 10 µM; bead flow cytometry, fluorescence; actives 0.04% (n = 190,000); Q07817
Cdc42 wt GTP = changes GTP binding to wildtype human Cdc42. GST-Cdc42 beads, Bodipy-GTP binding, flow cytometry; actives lie on both sides. actives 0.2% (n = 190,000). AID 761. percent activity (GTP binding), % at 10 µM. P60953;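 active = percent activity GTP binding at least 20 points away from the 100% baseline, either down as inhibitor or up as activator; inconclusive = compound flagged as likely green fluorescent from well-wide comparison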;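 also: median bead fluorescence of bound Bodipy-FL-GTP at 100 nM; 0% = excess unlabeled GTP control and 100% = no compound control; below 100% means less GTP binding so inhibitor and above means activator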
Target sequence (P60953 whole entry, looked up): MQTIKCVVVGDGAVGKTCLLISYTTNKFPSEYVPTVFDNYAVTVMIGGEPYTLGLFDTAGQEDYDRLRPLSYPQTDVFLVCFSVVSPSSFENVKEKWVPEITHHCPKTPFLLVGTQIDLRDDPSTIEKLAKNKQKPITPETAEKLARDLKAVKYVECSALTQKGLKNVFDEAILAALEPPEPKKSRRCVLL
Bim-Bfl-1 = inhibitors of Bim-Bfl-1 interaction, human | Q16548 | inhibition, % at 10 µM | Bead-based flow cytometry, Bim-Bfl-1 binding inhibition | AID 1008 | actives 0.12% (n = 190,000);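 also: 0% = wells without compound plus tracer and 100% = blocker peptide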
Rab7 wt GTP bind = alters GTP binding to wildtype dog Rab7; GTP binding activity (percent of control), % at 10 µM; actives 0.055% (n = 190,000); GST-Rab7 beads, fluorescent GTP binding, flow cytometry; actives lie on both sides; untreated = 100%, excess cold GTP = 0%;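 active = fluorescent GTP binding to Rab7 beads changed by at least 20 points from the 100% baseline, either direction, mostly lower; inconclusive = compound itself probably fluorescent, or too few beads counted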;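 also: median green fluorescence of bound Bodipy-FL-GTP per Rab7 bead population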
Rac1 wt GTP bind = human Rac1 wildtype GTP binding, inhibitors and activators. P63000. GST-Rac1 beads, fluorescent GTP binding, flow cytometry; actives lie on both sides; 0 = cold GTP competed, 100 = untreated. GTP binding activity (% of control), % at 10 µM. actives 0.27% (n = 190,000). AID 757;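 active = GTP binding activity at least 20 points away from the 100% control level, either lower or higher; inconclusive = compound flagged as likely green fluorescent, judged across all proteins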
Rac1 act GTP bind = alters GTP binding to activated mutant human Rac1; AID 764; actives 0.11% (n = 190,000); GST-Rac1 activated beads, fluorescent GTP binding, flow cytometry; actives lie on both sides; 100% means binding = to untreated wells; percent activity (GTP binding), % at 10 µM;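 active = GTP binding at least 20 percentage points away from the 100% baseline, in either direction, so actives lie on both sides; inconclusive = Compound likely fluorescent itself, or too few beads counted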
Bcl-2 Bim block = human Bim-Bcl-2 interaction inhibition; P10415; Bead-based flow cytometry, Bim peptide-Bcl-2 binding; inhibition, % at 10 µM; actives 0.06% (n = 190,000); AID 950; in the data active = inhibition above about 40%; inconclusive = no clear call, values can overlap the other calls;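 also: 0% = no compound wells with probe peptide and 100% = reference peptide inhibitor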
Target sequence (P10415 whole entry, looked up): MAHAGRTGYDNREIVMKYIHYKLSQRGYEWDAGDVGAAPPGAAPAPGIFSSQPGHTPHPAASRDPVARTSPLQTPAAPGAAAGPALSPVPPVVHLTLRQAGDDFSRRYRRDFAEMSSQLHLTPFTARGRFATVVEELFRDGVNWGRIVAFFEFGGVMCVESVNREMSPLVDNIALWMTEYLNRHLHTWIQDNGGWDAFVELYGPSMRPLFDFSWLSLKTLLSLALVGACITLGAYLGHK
Rab2A wt mod = changes GTP binding to wildtype dog Rab2A, up or down | actives 0.19% (n = 190,000) | GTP binding activity, % at 10 µM | GST-Rab2 wt beads, Bodipy-GTP binding, flow cytometry | AID 760;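 active = GTP binding activity at least 20 points away from 100%, either lowered or raised; inconclusive = signal likely due to the compound's own green fluorescence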;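 also: 0% = beads with excess unlabeled GTP and 100% = no-compound control corrected for plate trend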
HRas wt GTP bind = human HRas wildtype GTP binding, change in either direction | actives 0.14% (n = 190,000) | GTP binding activity, % at 10 µM | AID 759 | P01112 | GST-Ras wt beads, Bodipy-FL-GTP binding, flow cytometry; actives lie on both sides;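 active = GTP binding activity at least 20% away from the 100% baseline, either lowered as inhibitor or raised as activator; inconclusive = flagged as likely green fluorescent, judged across all proteins in the well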;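 also: 0% = unlabeled GTP competition control and 100% = no-compound control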
Target sequence (P01112 whole entry, looked up): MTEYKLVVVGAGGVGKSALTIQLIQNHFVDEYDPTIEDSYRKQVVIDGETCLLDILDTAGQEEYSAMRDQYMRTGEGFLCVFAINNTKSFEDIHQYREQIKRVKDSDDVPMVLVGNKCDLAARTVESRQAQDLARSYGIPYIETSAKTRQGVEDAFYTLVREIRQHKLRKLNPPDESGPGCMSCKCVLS
Bcl-W Bim block = inhibitors of Bim-Bcl-W interaction, human; bead-based flow cytometry, Bim peptide-Bcl-W binding; actives 0.02% (n = 190,000); Q92843; inhibition, % at 10 µM; AID 952;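 also: 0% = bound tracer without compound and 100% = peptide blocker; higher means less fluorescent Bim peptide bound to Bcl-W beads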
Target sequence (Q92843 whole entry, looked up): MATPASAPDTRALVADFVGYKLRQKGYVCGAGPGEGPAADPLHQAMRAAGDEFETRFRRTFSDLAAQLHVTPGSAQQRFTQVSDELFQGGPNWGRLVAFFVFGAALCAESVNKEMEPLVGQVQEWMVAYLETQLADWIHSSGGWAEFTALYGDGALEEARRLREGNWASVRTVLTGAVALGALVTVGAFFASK
* marks the source's active call; other numbers are inactive results; ? = inconclusive; nt = not tested or not shown. Rule as the data show it, unless noted: active = inhibition above about 40%.

SMILES	Bim-Bcl-B	Bim-Bcl-XL	Cdc42 wt GTP	Bim-Bfl-1	Rab7 wt GTP bind	Rac1 wt GTP bind	Rac1 act GTP bind	Bcl-2 Bim block	Rab2A wt mod	HRas wt GTP bind	Bcl-W Bim block
O=C(Nc1ccccc1N1CCN(c2ccccc2)CC1)C12CC3CC(CC(C3)C1)C2	nt	nt	101	nt	97	103	101	?	100	101	nt
O=C(Cn1cccc1C(=O)c1ccccc1)NCCCN1CCc2ccccc2C1	-8	-2	95	-7	93	102	98	-6	95	97	-3
O=S(=O)(c1ccc(OCC(O)CN2CCN(c3ccccc3)CC2)cc1)N1CCOCC1 (stereo not given)	-4	-4	100	-9	99	102	98	-6	98	99	2
CCCc1n[nH]c(=O)[nH]1	0	-3	100	-4	102	106	101	-1	100	101	-3
CCOC(=O)N1CCC(NC(=O)c2cc(S(=O)(=O)N3CCOCC3)ccc2F)CC1	-2	-1	102	0	101	103	99	-1	103	101	-2
Cn1c(SCc2nc3ccccc3n2CCO)nc2ccccc21	-6	-2	100	-8	93	97	95	-3	97	99	0
O=C(C1=C(O)C(=O)N(Cc2ccco2)C1c1cccs1)c1cccs1 (stereo not given)	-3	-8	95	-2	99	95	97	-1	94	98	-4
O=C(Nc1ccccc1)NC1(C(=O)NCc2cccs2)CCCCC1	-4	-12	101	-11	97	99	97	-4	96	99	1
N#Cc1c(-c2ccco2)nc(SCc2ccc(F)cc2)[nH]c1=O	-5	0	93	-11	89	88	90	-10	90	92	0
O=C(O)c1ccn(COc2ccc(Br)cc2)n1	1	-1	101	0	97	103	98	4	98	97	2
Cc1ccc(CNC(=O)C(=O)NCC2OCCN2S(=O)(=O)c2cccs2)cc1 (stereo not given)	-2	0	101	1	98	107	100	2	100	99	0
Cc1[nH]c(=O)[nH]c(=O)c1S(=O)(=O)N1CCCC(C(=O)N2CCC(Cc3ccccc3)CC2)C1 (stereo not given)	-6	-5	99	-10	99	101	98	-9	99	99	-2
CC(C)n1c(C(=O)OCC(=O)NCc2ccc3c(c2)OCO3)cc2occc21	-1	0	96	1	96	97	95	-1	97	97	-2
Cc1ccc(-c2cc(N)n3nc(-c4ccc(C)cc4)cc3n2)cc1	0	-3	99	-2	99	99	97	0	97	100	-2
COc1ccc(/C=C(\NC(=O)c2ccc(OC)c(OC)c2)C(=O)NCCc2c[nH]c3ccccc23)cc1	-1	1	102	2	97	102	99	2	99	100	0
CCOc1ccc2cc(C#N)c(SCC(=O)NC(C)CC)nc2c1 (stereo not given)	-1	-3	99	-2	101	101	98	-2	98	101	-2
CCNC(=S)N/N=C/c1ccc(OCc2ccc(C(=O)OC)cc2)cc1	-3	-1	102	0	100	108	103	0	100	100	-4
Cc1nc(SC2C=CS(=O)(=O)C2)n[nH]1 (stereo not given)	2	2	104	0	99	106	103	0	101	102	4
Fc1ccccc1CSc1nnc(-c2cnccn2)n1Cc1ccco1	-6	-5	94	-13	98	98	97	-9	100	97	2
CC(C)(C)c1cnnn1-c1ccc(NC(=O)c2ccc(Br)o2)cc1	-5	-2	105	-4	105	102	101	-4	103	105	0
O=C(OCc1cn(-c2ccc(Cl)cc2)nn1)c1ccccc1	-2	0	99	-1	101	96	96	-3	97	98	0
CC(CCc1ccccc1)NC(=O)CSc1cccc[n+]1[O-] (stereo not given)	-2	1	97	0	107	99	97	7	99	102	2
c1cc2c(cc1C1=NNC(=NC3CC3)SC1)OCCO2	-1	-2	97	0	104	97	96	0	99	97	0
O=C(NCc1ccco1)c1ccc(Cl)s1	-7	-5	97	-5	97	100	99	-6	95	97	-3
Cc1cc(C(=O)N2CCN(Cc3ccccc3)CC2)on1	-6	-1	102	-9	101	106	99	-6	100	102	1
CCCCCn1c(=O)[nH]c2cc(C(=O)N3CCN(Cc4ccc5c(c4)OCO5)CC3)ccc2c1=O	-6	-3	99	-9	98	106	99	-10	99	100	7
CCCN1C(=O)c2ccccc2NC1c1ccc(OC)cc1O (stereo not given)	-4	-1	102	-6	99	100	99	-1	98	100	-3
N#CC1=C2SCN(c3ccc(F)cc3)CN2C(=O)CC1c1cccc(F)c1 (stereo not given)	-35	-1	98	25	97	99	99	-5	98	98	0
CN(c1ccccc1)S(=O)(=O)c1ccc(Cl)c(C(=O)OCC(=O)NC2CCS(=O)(=O)C2)c1 (stereo not given)	-3	-4	94	-5	94	99	89	2	97	95	0
Cn1c(SCC(=O)N/N=C/C=C\c2ccco2)nc2ccccc21	-2	-4	103	-1	99	100	100	-4	102	101	-3
OC1(C#CCCN2CCCCC2)c2ccccc2-c2ccccc21	-7	-6	?	-2	?	?	?	-3	?	?	-4
O=C(NC(=O)c1ccccc1F)Nc1nc(-c2cccs2)cc(C(F)(F)F)n1	-1	-5	101	-1	95	104	99	1	98	99	-3
COc1ccc(NC(=O)CN2CCC3(O)CCCCC3C2c2ccccc2OC)cc1 (stereo not given)	-2	0	104	-3	101	102	99	1	103	105	1
O=c1c(-c2ccnn2-c2cccc(Cl)c2)cnc2n1CCS2	0	10	101	-2	102	101	98	1	102	100	1
COC(=O)CSc1nccc(C)n1	-3	-1	94	-3	106	99	95	-4	100	99	-4
O=C(Cn1cnc2scc(-c3ccc(Br)cc3)c2c1=O)N1CCOCC1	-3	1	96	-4	105	90	92	-1	96	97	-2
CCCCNC(=O)C1CCN(S(=O)(=O)c2cnc[nH]2)CC1	-3	-1	102	-1	101	101	98	0	100	102	0
CC1Cc2ccccc2N1C(=O)CSc1nnc(CSc2ncccn2)n1C (stereo not given)	-14	9	98	5	97	100	97	3	99	99	1
CCOC(=O)c1csc(NC(=O)CSc2nnc(C3CC3)n2C)n1	-12	-12	100	-17	103	107	97	-11	99	102	-2
CCOC(=O)c1cccc(NC(=O)Cn2c(CC(=O)NC)nc3ccccc32)c1	-15	-3	100	0	99	101	98	-2	98	100	0
Cn1cc(CN2CCCCC2CO)c(-c2ccc(Oc3ccccc3)cc2)n1 (stereo not given)	-3	-4	97	-8	104	102	95	-6	100	100	0
NC(=O)C1CCN(c2ccc(S(=O)(=O)N3CCC(Cc4ccccc4)CC3)cn2)CC1	0	7	98	0	97	101	98	0	100	98	-2
Clc1ccc(-c2cc(CSc3ccccc3)on2)cc1	-4	1	94	-7	99	98	93	-1	95	97	2
O=S(=O)(c1cccs1)N1CCN(C/C=C/c2ccccc2)CC1	-11	-3	101	-12	97	99	98	-10	100	100	-2
Cc1nn(C(C)C(=O)NNC(=S)Nc2ccc(Cl)cc2)c(C)c1[N+](=O)[O-] (stereo not given)	1	-3	100	-4	96	101	97	-4	99	97	0
COc1cccc(OCCCCN2CC(C)OC(C)C2)c1 (stereo not given)	-11	-8	100	-16	104	105	97	-8	104	100	-2
O=S(=O)(c1ccccc1)c1ncc(C(F)(F)F)cc1Cl	-7	-1	103	-4	100	108	107	-3	100	101	-4
CCOC(=O)C1CCCN(C(=O)c2ccc3c(=O)n(CCOC)c(=S)[nH]c3c2)C1 (stereo not given)	-3	-4	101	1	95	103	102	-3	102	101	-4
CCN(CC)CC(=O)Nc1ccc2c(c1)Nc1ccccc1CC2	-10	-9	?	-17	?	?	?	-7	?	?	0
Cc1nc(SCC(=O)c2ccc(Cl)cc2)c([N+](=O)[O-])[nH]1	-10	-8	102	-18	103	104	99	-8	101	99	-1
C=CCNC(=O)/C(=C\C=C\c1ccccc1)NC(=O)c1ccccc1Cl	-5	-1	100	-1	95	97	101	-4	97	100	-2
CC(=O)c1ccc(N(C)C)c2c(N(C)C)cccc12	0	0	108	-1	98	104	102	-1	108	106	0
Cc1nc(SC(C(=O)c2ccccc2)c2ccccc2)n[nH]1 (stereo not given)	0	3	102	0	99	102	99	-1	100	100	1
Cc1ccsc1C(=O)NNC(=O)C1C2C=CC(C2)C1C(=O)O (stereo not given)	-2	-3	104	0	100	101	101	-1	99	101	0
CC(=O)c1cccc(NC(=O)c2ccc(-c3ccccc3[N+](=O)[O-])o2)c1	-1	0	96	1	102	99	97	0	97	98	0
O=C(c1ccc(Cl)c(Cl)c1)c1cnc(Nc2ccccc2)s1	-1	0	94	0	93	95	96	1	95	95	1
CCOC(=O)C1CCN(C(=O)CCn2c(=O)[nH]c3ccccc3c2=O)CC1	-1	-2	103	-2	101	101	98	0	100	101	-1
CCN1CCN(CCCN(Cc2ccco2)C(=S)Nc2ccc(Cl)cc2)CC1	-8	-4	99	-5	93	101	98	-2	98	97	-3
OCCNc1nc(-c2ccccc2)nc2ccccc12	-5	-5	92	-10	94	96	92	-6	92	92	-3
O=C(CSc1ccccn1)Nc1ccc2c(c1)oc1ccccc12	-6	-6	99	-1	98	99	97	-1	98	99	-1

New compounds follow
SMILES	Bim-Bcl-B	Bim-Bcl-XL	Cdc42 wt GTP	Bim-Bfl-1	Rab7 wt GTP bind	Rac1 wt GTP bind	Rac1 act GTP bind	Bcl-2 Bim block	Rab2A wt mod	HRas wt GTP bind	Bcl-W Bim block
CCOC(=O)c1ccc(-n2c(CCC(=O)O)ccc2-c2cccs2)cc1	-2	-1	98	-4	101	94	93	0	96	98	0
Cn1c(=O)c2c(ncn2CCCC(=N)N2CCOCC2)n(C)c1=O	-2	-3	97	-4	111	98	93	-5	102	99	0
COc1ccc(CCN2C(=O)c3cccnc3C2=O)cc1OC	-9	-10	103	-12	100	106	101	-6	101	100	-4
Cc1ccc(C(=O)CSc2ncnc3ccccc23)o1	-3	-3	95	-2	97	98	97	-1	97	95	0
O=C(CCC1COc2ccccc2O1)Nc1ccccn1 (stereo not given)	-10	-11	100	-11	93	94	96	-7	99	100	-1
COc1cc(Cl)c(C)cc1NC(=O)CSc1nnc(-c2cccnc2)n1Cc1ccco1	-2	-1	101	3	101	98	97	1	102	102	0
CC(C)C[C@H](NC(=O)c1nc[nH]c1C(=O)NC(c1ccccc1)c1ccccc1)C(=O)OCc1ccccc1	8	2	93	5	93	97	96	4	95	93	-1
CCc1nn(-c2cc(Oc3cccc4ccccc34)nc(-c3ccccc3)n2)c(N)c1C#N	-1	-2	101	-3	99	100	101	-3	100	99	-2
Cc1cccc(C)c1NC(=O)C1(N2CCN(C(=O)c3ccco3)CC2)CCCCC1	-8	-1	101	-1	93	101	101	-1	100	99	-4
CCOP(=O)(O)c1ccccc1OCCOCCOc1ccccc1P(=O)(O)OCC	-2	0	103	1	103	102	101	-2	103	103	-1
CCOC(=O)c1c(NC(=O)CC2Nc3cc(C)c(C)cc3NC2=O)sc(C)c1C (stereo not given)	-3	-13	103	-2	99	102	100	1	101	100	-5

Screening results: PubChem, NMMLSC
